# S1P4 ag: S1P4 receptor agonists, primary screen, cell-based; S1P4-expressing cell line, agonist reporter assay; activation, % at 4.98 µM; hit rate 0.35% among 220,000; AID 1509, 2009; Sphingosine 1-phosphate receptor 4 (Homo sapiens), O95977; in the data active means activation above about 11%;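 further: 0% = DMSO vehicle and 100% = reference agonist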
# CHOP inh: inhibitors of CHOP promoter induction, primary screen, cell-based, unfolded protein response, luciferase reporter | inhibition, % at 10 µM | CHO-K1 CHOP-promoter luciferase, tunicamycin-induced, 15-18 h | hit rate 3.8% among 220,000;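 active means compounds that reduced the stress-induced luciferase reporter signal by more than about 70% of percent inhibition, limit read from the data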;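 further: 0% = tunicamycin plus vehicle and 100% = wells without tunicamycin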
# TRPML3 ag: human TRPML3 channel agonists, primary screen, cell-based, HEK293 TRPML3-YFP, Fluo-8 calcium fluorescence, 3 µM; Mucolipin-3 (Homo sapiens), Q8TDD5; 100% = the carbachol control signal; activation, % at 3 µM; hit rate 0.29% among 220,000; AID 1448, 2008;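 active means activation above its plate's cutoff, the mean activation of the plate's test wells plus 3 SD, cut at about 12% in these data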;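 further: 0% = DMSO only wells and 100% = carbachol wells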
#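 system = HEK293 cells stably carrying human TRPML3-YFP | doses = one concentration, 3 µM nominal, 0.3% DMSO | timing = dye loading 1 h 37 °C then 30 min ambient, 125 s read | detection = Fluo-8 calcium dye fluorescence, ex 470-495, em 515-575 nm | benchmarks = high control carbachol 87 µM, low control DMSO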
# NPY Y1 blocker: NPY-Y1 receptor antagonists, primary screen, cell-based; Neuropeptide Y receptor type 1 (Homo sapiens), P25929; HEK293-CNG Y1 cells, membrane potential fluorescence; NPY at EC95, then isoproterenol; inhibition, % at 3.6 µM; hit rate 1% among 200,000; AID 1040, 2008;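 active means inhibition above the campaign mean inhibition of all tested compounds plus 3 SD, cut at about 20% in these data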;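 further: 0% = DMSO wells given NPY plus isoproterenol and 100% = isoproterenol alone without NPY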
#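 Material: HEK293 cells with Y1 receptor plus CNG channel; times: compound incubation 1 h at room temperature, readout 45 min post-stimulation; signal: fluorescence, membrane potential probe; read-out basis: fluorescence ratio normalized to % inhibition between controls; benchmarks: full-block control isoproterenol-only wells, zero-block control NPY plus isoproterenol wells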
# zfTRPN1 agonist: zebrafish TRPN1 channel agonists, primary screen, cell-based, HEK293, calcium fluorescence; transient receptor potential cation channel N1 (TRPN1/NompC), Danio rerio; HEK293 zebrafish TRPN1-YFP, Fluo-8 calcium fluorescence; 100% = response to 87 µM carbachol; activation, % at 3 µM; hit rate 0.18% among 220,000;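 active means activation above its plate's cutoff, the mean activation of test wells on that plate plus 3 SD, cut at about 19% in these data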;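 further: 0% = DMSO alone and 100% = 87 µM carbachol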
#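 Material: zebrafish TRPN1-YFP in HEK293 cells. Doses: one dose of 3 µM, 0.3% DMSO. Incubation: dye 1 h 37 °C plus 30 min RT. Measured by: intracellular calcium fluorescence with Fluo-8.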
# NPY-Y1 PAM-ag: NPY-Y1 receptor potentiators or agonists, primary screen, cell-based; Neuropeptide Y receptor type 1 (Homo sapiens), P25929; NPY-Y1 expressing cells, potentiator/agonist activation; activation, % at 3.6 µM; hit rate 0.37% among 220,000; AID 1304, 2008; in the data active means activation above about 33%, passing the limit was not always enough;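 further: cells stimulated with NPY at EC10 then isoproterenol at EC100; 0% = low agonist plus stimulus and 100% = saturating agonist plus stimulus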
# NPY-Y2 PAM-ag: NPY-Y2 potentiators or agonists, primary screen, cell-based. Neuropeptide Y receptor type 2 (Homo sapiens), P49146. cells expressing NPY-Y2, potentiator/agonist read-out. activation, % at 3.6 µM. hit rate 0.45% among 220,000. AID 1359, 2008; in the data active means activation above about 27%;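 further: cells stimulated with NPY near EC25 plus isoproterenol at EC100; 0% = vehicle plus submaximal agonist and 100% = vehicle plus saturating agonist; some results beyond the cut were filed as inactive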
# Target sequence (P49146 whole entry, looked up): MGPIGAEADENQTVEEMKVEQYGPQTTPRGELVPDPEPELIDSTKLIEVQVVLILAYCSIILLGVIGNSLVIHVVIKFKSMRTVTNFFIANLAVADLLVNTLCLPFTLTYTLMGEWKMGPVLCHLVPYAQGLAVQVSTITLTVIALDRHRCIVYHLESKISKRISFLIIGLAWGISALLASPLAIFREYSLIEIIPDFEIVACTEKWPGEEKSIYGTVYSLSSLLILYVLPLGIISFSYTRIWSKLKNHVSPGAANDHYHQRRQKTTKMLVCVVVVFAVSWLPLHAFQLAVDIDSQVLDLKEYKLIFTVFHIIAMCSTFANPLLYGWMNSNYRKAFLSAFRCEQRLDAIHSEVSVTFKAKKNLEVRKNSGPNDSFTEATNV
# S1P4 antagonist: S1P4 receptor antagonists, primary screen, cell-based | Sphingosine 1-phosphate receptor 4 (Homo sapiens), O95977 | S1P4-expressing cells, antagonist mode, reporter read-out | inhibition, % at 4.98 µM | hit rate 0.26% among 220,000; in the data active means inhibition above about 29%;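 further: 0% = wells stimulated with agonist and 100% = vehicle wells without agonist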
# EP2 mod: EP2 receptor modulators, cAMP readout, primary screen, cell-based, HTRF cAMP, PGE2 stimulation. EP2-expressing cells, cAMP HTRF FRET, PGE2 co-stimulation. induction, % at 25 µM. AID 940, 2007. hit rate 0.83% among 260,000;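 active means compounds whose cAMP rise, as percent of the full-agonist control response, exceeds 60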;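 further: rat C6 glioma line stably carrying human EP2 under a CMV promoter; the protocol text gives 20 µM as final concentration; 100% = response of wells given 1 µM PGE2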
# Target sequence (P43116 whole entry, looked up): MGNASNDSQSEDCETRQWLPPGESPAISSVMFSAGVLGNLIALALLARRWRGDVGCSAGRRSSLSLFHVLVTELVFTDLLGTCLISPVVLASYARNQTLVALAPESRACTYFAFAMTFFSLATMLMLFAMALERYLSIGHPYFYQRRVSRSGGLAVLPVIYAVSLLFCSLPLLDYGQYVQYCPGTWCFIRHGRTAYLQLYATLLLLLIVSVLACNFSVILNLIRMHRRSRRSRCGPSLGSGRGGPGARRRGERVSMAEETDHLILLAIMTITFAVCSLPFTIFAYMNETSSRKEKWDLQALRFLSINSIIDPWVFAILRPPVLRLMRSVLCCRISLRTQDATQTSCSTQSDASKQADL
# * hit, by the source's call; nt = no result given; & = joins results of further samples.
SMILES,S1P4 ag,CHOP inh,TRPML3 ag,NPY Y1 blocker,zfTRPN1 agonist,NPY-Y1 PAM-ag,NPY-Y2 PAM-ag,S1P4 antagonist,EP2 mod
Cc1c(CCOC(=O)C23CC4CC(CC(C4)C2)C3)sc[n+]1CC#N,-0.2,-18,0.9,-2,0.2,3,9,7,28
O=C(O)[C@H]1CCC(=O)N1Cc1ccco1,1.0,4,0.9,2,-1.1,12,-8,-3,18
O=C(c1cc([N+](=O)[O-])ccc1N1CCOCC1)N1CCCCC1,-1.3,30,0.4,2,1.1,9,0,-13,33
COC(=O)c1ccccc1S(=O)(=O)N(Cc1ccco1)Cc1cc2cc(OC)ccc2[nH]c1=O,-0.1,15,0.7,-1,3.0,-29,-4,-6,-4
Cc1cc(C)cc(N2CC(C(=O)O)CC2=O)c1 (configuration not stated),-0.1,0,1.0,9,1.2,14,14,0,27
Cc1sc(N)c(C(=O)c2ccccc2)c1C,0.4,8,-0.2,6,-2.2,21,11,8,10
COc1ccc(OCCNS(=O)(=O)c2ccc3oc4ccccc4c3c2)cc1,-3.3,28,-0.4,12,-1.0,-45,-25,5,-34
O=C(O)CCC(=O)Nc1ccc(C(=O)OC2CCCCC2)cc1,1.3,32,0.9,4,0.3,7,8,-14,16
O=C(CC1c2ccccc2Oc2ccccc21)Nc1ccccc1C(F)(F)F,0.1,66,-0.6,9,-0.1,-3,3,-20,36
CCOc1ccc(CC(=O)Nc2ccc(NC(=O)c3ccco3)cc2)cc1OCC,0.0,10,0.4,3,0.6,-9,1,-2,12
CCOC(=O)N1CCC(N(CCN(C)C)C(=S)Nc2cccc(Cl)c2C)CC1,-0.8,16,0.8,0,-0.1,2,-9,-1,-10
Cc1nc(CNS(=O)(=O)c2ccc3ccccc3c2)cs1,2.0,6,0.1,1,2.0,3,4,-6,-1
O=C(CN(CC(=O)N1CCOCC1)S(=O)(=O)c1ccc(Br)s1)N1CCOCC1,2.9,nt,0.6,-1,1.4,0,1,3,nt
Cc1ccc(-c2nnc(SCc3nc(N)nc(Nc4ccccc4C)n3)n2N)cc1,0.5,-45,-0.5,-1,-1.9,22,10,-23,-18
NS(=O)(=O)c1cccc(NC(=O)CSc2ccccn2)c1,-1.8,15,0.0,2,-0.8,7,6,-3,5
OCc1cn(-c2ccccc2)nc1-c1ccc(-c2nn(-c3ccccc3)cc2CO)cc1,-1.2,88*,0.7,-5,0.1,14,-16,-8,-35
COC(=O)C(C)SC1=N/C(=C/c2ccc(-n3cncn3)cc2)C(=O)N1 (configuration not stated),-1.6,-14,-0.1,nt,1.8,-3,-10,-7,12
COc1cc(OC)cc(N2CC(C)(C)C2=O)c1,0.2,-2,0.5,-5,0.8,2,1,-2,17
Cc1c(-n2cc(C(=O)c3cc(Br)ccc3O)cc(C#N)c2=O)c(=O)n(-c2ccccc2)n1C,-1.9,14,1.8,2,1.5,-34,-9,-3,7
Cc1ccc(-c2nnn(CC(=O)N(C)C3CCCCC3)n2)o1,0.8,6,1.4,3,0.8,2,11,-7,19
O=C(CN1CCN(Cc2ccc(Cl)cc2)C1=O)NCCCN1CCN(c2ccc(F)cc2)CC1,0.0,51,1.9,-5,3.1,19,20,0,1
CCOC(=O)c1c(C)[nH]c(C(=O)COC(=O)c2ccc(N3CCCC3=O)cc2)c1C,-1.7,-17,-0.1,1,0.4,11,7,16,-2
COc1ccc(C(=O)NNC(=S)Nc2ccccc2)cc1,-0.8,-8,-0.6,7,0.7,7,12,-10,2
CCOC(=O)C1=C(CC)Nc2ccccc2N=C1NC(=O)c1cc(S(=O)(=O)N(C)C)ccc1Cl,-2.0,-31,-0.1,8,-1.1,10,0,4,4
O=C1C2CC=CCC2C(=O)N1Cc1nnc(-c2ccc(Cl)cc2)o1 (configuration not stated),2.2,24,1.0,5,0.8,8,6,-12,-11
Cc1cc(C)nc(SCc2nnc(SCC(=O)Nc3ncc(C)s3)n2Cc2ccco2)n1,-1.4,1,-0.8,4,-2.3,8,-1,-3,10
O=C(Cc1c[nH]c2ccccc12)NCc1ccc(Cl)cc1,0.5,0,0.4,-2,-1.1,-6,-1,-19,-41
CCOC(=O)c1sc(=S)n(CC)c1NC(=O)c1ccccc1C,-1.9,2,-0.2,nt,0.3,-28,-39,-6,6
CCOCCCNC(=O)C(c1ccc(C)cc1)N(Cc1ccc2c(c1)OCO2)C(=O)c1ccccn1 (configuration not stated),-0.7,7,0.3,1,0.5,10,12,-2,4
CC(C)C[C@H](NC(=O)c1nc[nH]c1C(=O)NCc1ccccc1)C(=O)OC(C)(C)C,0.8,22,-0.4,1,-2.3,-12,6,11,23
Cc1cc(NC(=O)CSc2nc3ccccc3s2)no1,0.4,13,-1.1,3,-1.1,-5,4,-15,1
CCOC(=O)c1ccccc1NC(=O)Cn1cnc2c(cnn2C(C)(C)C)c1=O,1.4,-18,0.0,3,0.3,-14,9,-3,-13
O=C(NCCC1=CCCCC1)C1CCCN(S(=O)(=O)c2ccc(F)cc2)C1 (configuration not stated),-3.2,23,-0.6,0,-1.3,-10,8,-9,0
O=C(O)CCCCC1CCSS1 (configuration not stated),-1.4,5,0.2,2,-0.1,-1,8,-8,5&29
OCCC1CN(Cc2cccn2-c2ccccn2)CCN1C1CCCC1 (configuration not stated),1.8,25,0.6,-1,-0.9,-8,-3,-18,-15
COc1ccccc1CNC(=O)COC(=O)Cc1ccsc1,-0.1,-13,0.1,-1,-0.5,8,-2,-13,15
CCOC(=O)c1cc(CC)sc1NC(=O)COc1ccc2c(C)cc(=O)oc2c1,-0.6,-13,0.6,-5,-0.1,-15,12,-14,16
COc1cccc(NC(=O)Cn2cc(C#N)c3ccccc32)c1,-2.3,3,0.1,-7,1.1,12,20,-12,-7
CCOc1cc(S(=O)(=O)Nc2ccc(Cl)cn2)ccc1F,0.1,-21,-1.0,9,0.3,-37,-5,-1,-2
CCCC(c1nnnn1CCOC)N1CCN(c2nc3ccccc3s2)CC1 (configuration not stated),1.0,16,0.5,4,-0.2,-2,-7,-9,-88&-51
O=C1CC(N2CCOCC2)C(=O)N1c1ccccc1Cl (configuration not stated),-2.0,16,0.5,-2,2.7,-21,4,-11,8
COc1ccc(N2CCN(C(=O)C3CCN(S(=O)(=O)c4ccc(C)cc4)CC3)CC2)cc1,0.6,21,1.8,1,1.4,-3,-15,10,5
COc1cc(C(=O)NCc2ccc(C)cc2)ccc1OCc1c(C)noc1C,-1.8,10,0.0,2,0.8,-6,-1,-3,-45
CC(C)(CSc1ncccn1)NS(=O)(=O)c1ccccc1,0.9,2,1.0,-2,0.5,10,4,-8,24
N/C(=N\c1nc2c(c(=O)[nH]1)CCC2)Nc1ccccc1,0.4,-8,0.2,-1,-2.9,-2,5,-21,-33
Cc1ccccc1Oc1ccc(S(=O)(=O)NCCC(=O)O)cc1,2.6,8,0.2,1,0.7,-12,-14,6,18
CCOC(=O)C1=C(C)NC(=S)N(C(C)=O)C1c1ccc(OC)c(OC)c1 (configuration not stated),-0.8,17,-0.5,nt,0.7,-10,-12,15,0
Cc1noc(NS(=O)(=O)c2ccc(N/C=C/C(=O)c3cccnc3)cc2)c1C,-0.2,20,1.1,-2,0.5,12,13,-16,-1
CCCCN(CC)CCCNC(=O)c1cn(CC)c2ccc(S(=O)(=O)N3CCc4ccccc4C3)cc2c1=O,-0.3,22,-1.0,22*,-2.6,-13,-5,-1,-37
Nn1c(SCC(=O)Nc2ccc(S(N)(=O)=O)cc2)nnc1C(F)(F)F,1.1,6,0.4,nt,1.5,-2,11,-5,7
COc1cccc(/C=N/n2c(SC)nnc2-c2ccccc2)c1O,-0.2,nt,0.7,18,0.8,-8,-19,4,-6
CO/N=C/c1ccc(Oc2ccc(C)cc2)c([N+](=O)[O-])c1,0.7,15,-2.1,11,-2.2,-19,0,-2,12
CCOC(=O)c1c(-c2ccc(C)cc2)csc1NC(=O)c1ccc(N2C(=O)CCC2=O)cc1,1.4,28,0.6,2,0.5,-5,-3,-20,70*
COCCSc1ccccc1C(=O)NCc1ccc2c(c1)OCO2,1.1,-1,0.0,-2,-0.1,4,-13,0,11
Cc1ccc(CNc2ccc3c(c2)OCO3)c(C)c1,1.6,-32,3.3,-3,5.3,2,-1,9,16
Cc1nn(-c2ccccc2)c(C)c1C(=O)OCC(=O)N1CC(=O)Nc2ccccc21,1.4,13,-0.3,2,0.6,22,-1,-6,-11
CC1(C)C2([N+](=O)[O-])CN3CC1([N+](=O)[O-])CN(C2)C3c1ccc(O)c(O)c1 (configuration not stated),0.2,4,0.2,nt,-0.4,-2,2,3,-19
Cc1ccc(C(=O)c2cc3c(cc2N)OCCO3)cc1,0.8,73*,-0.4,-3,-0.5,4,1,5,17
CCOCCCNC(=O)/C(C#N)=C/c1ccccc1F,1.5,-26,1.3,0,0.3,-3,-1,-25,-12
Cc1nn2c(c1-c1ccc(Cl)cc1)N=C(c1ccco1)CC2c1ccccc1 (configuration not stated),-2.7,-2,0.1,2,0.4,-25,-3,-5,39

# Carrying on.
SMILES,S1P4 ag,CHOP inh,TRPML3 ag,NPY Y1 blocker,zfTRPN1 agonist,NPY-Y1 PAM-ag,NPY-Y2 PAM-ag,S1P4 antagonist,EP2 mod
O=C(COc1ccc(Br)cc1Cl)Nn1cnnc1,0.9,-1,-0.3,2,-1.0,7,8,-9,25
Cc1ccnc(NS(=O)(=O)c2ccc(NC(=O)COc3ccccc3)cc2)n1,2.4,-23,0.6,2,1.0,0,1,2,19
COC(=O)c1[nH]c2cc(OC)c(OC)cc2c1NC(=O)c1cccc(OC)c1,-1.2,0,0.3,-4,2.0,17,-11,-6,-9
NCCc1ccc(O)c(O)c1,-0.3,16&-4,0.6,2,1.2,-8,-1,-16,28&13&36&15

# Single records (already shown). Screens in order: S1P4 ag | CHOP inh | TRPML3 ag | NPY Y1 blocker | zfTRPN1 agonist | NPY-Y1 PAM-ag | NPY-Y2 PAM-ag | S1P4 antagonist | EP2 mod
# O=C(Cc1c[nH]c2ccccc12)NCc1ccc(Cl)cc1 is entered as 0.5 | 0 | 0.4 | -2 | -1.1 | -6 | -1 | -19 | -41
# CC(C)C[C@H](NC(=O)c1nc[nH]c1C(=O)NCc1ccccc1)C(=O)OC(C)(C)C is entered as 0.8 | 22 | -0.4 | 1 | -2.3 | -12 | 6 | 11 | 23
# NCCc1ccc(O)c(O)c1 is entered as -0.3 | 16&-4 | 0.6 | 2 | 1.2 | -8 | -1 | -16 | 28&13&36&15

# Assay outcomes from PubChem.
